aSyn yeast inh = rescues yeast growth from alpha-synuclein toxicity. Yeast expressing alpha-synuclein, growth rescue, BacTiter-Glo, 24 h. Potency, µM (titrated, usually from 46.1 µM), for inactives: at the highest dose growth rescue (activation), usual class: activators. 370,000 tested, 0.14% active. AID 652106; also: potency is read from the fitted curve at half-maximal effect; % of control where 0% means no effect; nearly all actives have a fitted effect of over 65% in size
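Galactose-induced alpha-syn yeast (OD600=0.02, raffinose-pregrown) + pinned cpd, 24 hr, 30 deg C; growth by BacTiter-Glo luminescence. Growth restoration scores as activation.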
GLP1R cytotox = cytotoxic in the GLP-1 receptor inverse agonist counter-screen | HEK293 cAMP-luciferase reporter cells, luminescence, 24 h | Potency, µM (top dose mostly 38.3 µM), inactives show at the highest dose activity change, negative = inhibition, most hits filed as inhibitors | 410,000 tested, 0.13% active | AID 624418;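 also: loss of luciferase light is scored as toxicity; potency is read from the fitted curve at half-maximal effect; % is scaled to controls: 0 for no effect and ±100 for the full control effect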
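Step one: seed cells (200 cells/uL, DMEM with 10% Nu serum, 1% pen-strep). Step two: 12-hour incubation at 37 deg C. Step three: pin 23 nL compound, incubate 24 hr. Step four: add luciferase reagent, read luminescence 12 min later.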
Akt phos inh = Akt phosphorylation inhibition; 360,000 tested, 0.32% active; AID 651550; Neuro2A IGF-stimulated pAkt S473 HTRF, 20 min; hits give low values; activity change, % for hits at 50 µM; in the data active = activity change below about -80%; inconclusive = mostly about -51% to -80%; also: % is scaled to controls: 0 for no effect and ±100 for the full control effect
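Neuro2A cells (4,500/well, DMEM with 0.5% FBS) were treated with compound at a single 50 µM final concentration, stimulated with 6 nM IGF for 20 min at 37 °C, and lysed. Phospho-Akt Ser473 was read by HTRF as 665/615 ratio ×10^4.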
Abeta rescue = A-beta toxicity reversal in yeast; yeast expressing A-beta42, growth rescue, OD600, 48 h; response scale: 0% DMSO, 100% iron-clioquinol control; Potency, µM (doses to about 46.1 µM), for the others: top-dose growth rescue, most hits filed as activators; 410,000 tested, 0.063% active; also: potency is read from the fitted curve at half-maximal effect; nearly all actives have a fitted effect of over 55% in size
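Growth rescue measured by 600 nm absorbance after 48 h yeast culture at 30 C with compound. Values normalized between DMSO and an equimolar ferric chloride plus clioquinol control.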
FUS yeast rescue = FUS proteinopathy suppression in yeast | S. cerevisiae FUS-expressing, growth rescue, OD600, 24 h | Potency, µM (titrated, usually from 76.6 µM), for inactives: at the top dose growth rescue (activation), most hits filed as activators | 390,000 tested, 0.24% active;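 also: potency is read from the fitted curve at half-maximal effect; plate controls were DMSO vehicle for no effect and reference control for full effect; nearly all actives have a fitted effect of over 55% in size; some results filed as inactive show a strong effect at the top dose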
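Steps: raffinose overnight preculture; dilution to OD 0.005 in 2% galactose minimal medium; compound addition (concentration series); 24hr at 30C, 99% humidity; absorbance read at 600 nm.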
PTHR1 agonist = PTHR1 (human) receptor agonism. Q03431. HEK293 GP2 PTHR1 cells, GloSensor cAMP luminescence, 1 h. Potency, µM (top dose mostly 115 µM), without a hit: at the top dose activation, usual class: activators. 410,000 tested, 0.075% active. AID 743266; also: potency is read from the fitted curve at half-maximal effect; nearly all actives have a fitted effect of over 55% in size; some results filed as inactive show a strong effect at the top dose; inactives centre near -15; many of its hits are not listed in these tables
Target sequence (Q03431 whole entry, looked up): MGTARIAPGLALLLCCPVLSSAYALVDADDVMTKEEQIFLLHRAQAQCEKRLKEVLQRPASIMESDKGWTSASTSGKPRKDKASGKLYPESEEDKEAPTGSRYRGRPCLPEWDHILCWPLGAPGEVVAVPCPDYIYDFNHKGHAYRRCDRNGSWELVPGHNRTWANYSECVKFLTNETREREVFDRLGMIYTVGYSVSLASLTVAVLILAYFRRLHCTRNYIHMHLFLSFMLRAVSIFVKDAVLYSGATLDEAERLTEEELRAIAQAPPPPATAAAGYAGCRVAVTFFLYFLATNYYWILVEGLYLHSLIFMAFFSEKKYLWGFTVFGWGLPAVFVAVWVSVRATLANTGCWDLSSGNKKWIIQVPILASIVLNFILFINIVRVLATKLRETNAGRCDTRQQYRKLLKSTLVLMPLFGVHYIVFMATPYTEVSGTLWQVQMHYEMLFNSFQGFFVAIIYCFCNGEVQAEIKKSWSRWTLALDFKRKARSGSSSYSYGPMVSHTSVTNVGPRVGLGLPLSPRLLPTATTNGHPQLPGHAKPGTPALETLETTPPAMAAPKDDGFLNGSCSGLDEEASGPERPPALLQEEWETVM
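HEK-293-derived GP2 cells expressing PTHR1 and a GloSensor cAMP reporter, 3,000/well, plated overnight, given luciferin plus IBMX (each 0.5 mM as added) for 1 h at 37 °C, then compound for 1 h at 37 °C. Luminescence was read after 15 min at room temperature.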
Mm-Cpn inhibitor = blocks the Methanococcus maripaludis chaperonin Mm-Cpn | purified Mm-Cpn ATPase, ADP Transcreener TR-FRET | Potency, µM (titrated, usually from 76.9 µM), for the others: at the top dose activity, negative = inhibition, actives largely listed as inhibitors | 330,000 tested, 0.031% active | AID 504842; also: potency is read from the fitted curve at half-maximal effect; % is scaled to controls: 0 for no effect and ±100 for the full control effect; nearly all actives have a fitted effect of over 80% in size
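Purified archaeal Mm-CPN (25nM final) preincubated 10 min at 37degC with compound, then 10uM ATP for 30 min at 37degC; ADP measured by HTRF Transcreener TR-FRET; buffer 30 mM TRIS pH 7.4, 100mM KCl, 5mM MgCl2, 1mM DTT.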
GLP-1R inv ag = GLP-1 receptor (human) inverse agonism. HEK293 GLP-1R CRE-luciferase, luminescence, 24 h; GLP-1R form is constitutively active. Potency, µM (top dose mostly 38.3 µM), inactives show top-dose activity change, negative = inhibition, most hits filed as inhibitors. 410,000 tested, 1.6% active. P43220. AID 624417; also: potency is read from the fitted curve at half-maximal effect; % is scaled to controls: 0 for no effect and ±100 for the full control effect; nearly all actives have a fitted effect of over 55% in size
Target sequence (P43220 whole entry, looked up): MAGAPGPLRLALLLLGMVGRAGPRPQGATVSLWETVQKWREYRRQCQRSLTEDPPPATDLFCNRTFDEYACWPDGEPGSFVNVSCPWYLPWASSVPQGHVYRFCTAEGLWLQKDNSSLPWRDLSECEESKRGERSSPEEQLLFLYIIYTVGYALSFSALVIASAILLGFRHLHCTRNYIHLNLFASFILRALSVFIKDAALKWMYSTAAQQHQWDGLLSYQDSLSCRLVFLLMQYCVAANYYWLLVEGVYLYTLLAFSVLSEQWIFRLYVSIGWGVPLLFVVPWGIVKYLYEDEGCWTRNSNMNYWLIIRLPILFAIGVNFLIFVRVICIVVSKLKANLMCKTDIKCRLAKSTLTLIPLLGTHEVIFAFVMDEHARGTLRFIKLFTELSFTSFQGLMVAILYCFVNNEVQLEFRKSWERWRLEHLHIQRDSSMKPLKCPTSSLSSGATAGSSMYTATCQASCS
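Inverse agonists were sought by their lowering of basal cAMP reporter luciferase output in HEK293 cells stably carrying constitutively active human GLP-1R, after 24 h compound treatment.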
TDP43 rescue = TDP-43 toxicity inhibition in yeast | Potency, µM (series often up to 46.1 µM), for inactives: at the top dose growth rescue (activation), hits mostly activators | 410,000 tested, 1.8% active | AID 652104 | TDP-43 expressing yeast growth rescue, BacTiter-Glo, 24 h; also: potency is read from the fitted curve at half-maximal effect; % of control where 0% means no effect; nearly all actives have a fitted effect of over 50% in size
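In this qHTS, compounds that restore growth of yeast expressing TDP-43 appear as activators. Cells (OD600=0.02, galactose medium, raffinose-pregrown) are incubated with compound 24 hr at 30 deg C and growth is quantified by BacTiter-Glo.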
An asterisk follows results filed as active; & = joins results of further samples; [ ] = remark or other dose. Unless noted, calls follow the shape of the dose curve; as a rule, active = well fitted curve in the direction sought with a large enough effect; inconclusive = small, poorly fitted or top-dose-only effect, or another doubt; inactive = no such curve, though single readings can be large; an effect the other way counts as inactive or inconclusive.

Screening COc1cc(C)ccc1OCCOCCN(C)Cc1ccccc1 returned aSyn yeast inh 3%, GLP1R cytotox 9%, Akt phos inh inactive, Abeta rescue 17%, PTHR1 agonist -10%, Mm-Cpn inhibitor -1%, GLP-1R inv ag inconclusive and TDP43 rescue -11%.
`COc1ccccc1/C=C/C=N/NC(=O)c1cccs1` gave aSyn yeast inh 4%, GLP1R cytotox 3%, Akt phos inh inactive, Abeta rescue -2%, FUS yeast rescue 13%, PTHR1 agonist -13%, Mm-Cpn inhibitor 2%, GLP-1R inv ag 18% and TDP43 rescue -5%[1.82 µM].
`O=C(NCCc1ccccc1)c1ccc2c(c1)N(Cc1c(F)cccc1Cl)C(=O)CS2` gave GLP1R cytotox -22%, Abeta rescue -5%, FUS yeast rescue 22%, PTHR1 agonist -27%, GLP-1R inv ag inconclusive and TDP43 rescue 7%.
For COc1ccc(C(=O)OCC(=O)c2ccc[nH]2)cc1 the results were aSyn yeast inh 2%, GLP1R cytotox -7%, Akt phos inh inactive, Abeta rescue -2%, PTHR1 agonist -24%, Mm-Cpn inhibitor -1%, GLP-1R inv ag 10% and TDP43 rescue 37%.
For COc1ccc(OS(=O)(=O)Cc2ccccc2)cc1 the results were aSyn yeast inh 8%, GLP1R cytotox -6%, Akt phos inh inactive, Abeta rescue -6%, FUS yeast rescue -18%, PTHR1 agonist -4%, Mm-Cpn inhibitor 0%, GLP-1R inv ag 16% and TDP43 rescue -4%.
Screening O=C(NCCOc1ccccc1F)C1CC(=O)N(Cc2ccccc2)C1 (configuration not stated) returned aSyn yeast inh -3%, GLP1R cytotox 9%, Akt phos inh inactive, Abeta rescue 15%, FUS yeast rescue 11%, PTHR1 agonist inactive, Mm-Cpn inhibitor -3%, GLP-1R inv ag 2% and TDP43 rescue 0%.
N#Cc1nc(Cc2ccccc2)oc1NCCCn1ccnc1 was read as aSyn yeast inh 0%, GLP1R cytotox 0%, Akt phos inh inactive, Abeta rescue 15%, FUS yeast rescue -16%, PTHR1 agonist inactive, Mm-Cpn inhibitor -3%, GLP-1R inv ag 4% and TDP43 rescue -9%.
`O=S(=O)(c1ccc(Br)cc1)N1CCN(c2ccc3nnc(-c4ccccc4)n3n2)CC1` gave aSyn yeast inh 4%, GLP1R cytotox 1%, Akt phos inh inactive, Abeta rescue 16%, FUS yeast rescue -24%, PTHR1 agonist -1%, Mm-Cpn inhibitor 0%, GLP-1R inv ag 22% and TDP43 rescue 21%.
Screening O=C(CC1C[C@H](C(=O)N2CCCCC2)[C@@]2(CCc3ccccc3)c3[nH]c4ccccc4c3CCN2C1=O)NCc1cccc(C(F)(F)F)c1 (some centres not stated) returned aSyn yeast inh -4%, GLP1R cytotox -1%, Akt phos inh inactive, Abeta rescue 0%, FUS yeast rescue 9%, PTHR1 agonist inactive, Mm-Cpn inhibitor -2%, GLP-1R inv ag 12% and TDP43 rescue 9%.
Screening CC(Oc1cccc(NC(=O)c2cccs2)c1)C(=O)c1ccccc1 (configuration not stated) returned aSyn yeast inh -5%, GLP1R cytotox 3%, Akt phos inh inactive, Abeta rescue -11%, FUS yeast rescue 12%, PTHR1 agonist -58%[inhibitor], Mm-Cpn inhibitor -1%, GLP-1R inv ag inconclusive and TDP43 rescue 14%.
Screening CCc1ccc(C(=O)COC(=O)C(CCSC)NC(=O)c2ccccc2)cc1 (configuration not stated) returned aSyn yeast inh 0%, GLP1R cytotox 2%, Akt phos inh inactive, Abeta rescue 2%, FUS yeast rescue -16%, PTHR1 agonist -6%, Mm-Cpn inhibitor 0%, GLP-1R inv ag 6% and TDP43 rescue 6%.
For CC1(N2CCOCC2)C(=O)c2ccccc2C1=O the results were aSyn yeast inh 1%, GLP1R cytotox 23%, Akt phos inh inactive, Abeta rescue -12%, FUS yeast rescue -3%, PTHR1 agonist inactive, Mm-Cpn inhibitor 1%, GLP-1R inv ag 9% and TDP43 rescue 5%.
O=c1[nH]c(-c2ccccc2F)nc2c1sc(=S)n2Cc1ccccc1 was read as aSyn yeast inh -1%, GLP1R cytotox 6%, Akt phos inh inactive, Abeta rescue 3%, FUS yeast rescue -44%, PTHR1 agonist -26%, Mm-Cpn inhibitor 1%, GLP-1R inv ag -37% and TDP43 rescue 7%.
`C=CCNC(=O)/C(C#N)=C/c1c(N2CCN(c3ccccc3)CC2)nc2c(C)cccn2c1=O` gave aSyn yeast inh 3%, GLP1R cytotox 53%[activator], Akt phos inh inactive, Abeta rescue -4%, FUS yeast rescue 1%, PTHR1 agonist -6%, Mm-Cpn inhibitor 0%, GLP-1R inv ag 4% and TDP43 rescue -7%.
`O=C(O)Cn1cnc2c(oc3ccccc32)c1=O` gave aSyn yeast inh -3%, GLP1R cytotox 0%, Akt phos inh inactive, Abeta rescue -9%, FUS yeast rescue -10%, PTHR1 agonist inactive, Mm-Cpn inhibitor 1%, GLP-1R inv ag 9% and TDP43 rescue -5%.
Screening COCCn1c(SCC(=O)NNC(=O)c2ccccc2)nc2ccccc21 returned aSyn yeast inh 2%, GLP1R cytotox 3%, Akt phos inh inactive, Abeta rescue 0%, FUS yeast rescue 15%, PTHR1 agonist inactive, Mm-Cpn inhibitor -3%, GLP-1R inv ag 14% and TDP43 rescue -19%.
For CC(C)n1c(/N=C/c2ccccc2O)nc2ccccc21 the results were aSyn yeast inh -3%, GLP1R cytotox 1%, Akt phos inh inactive, Abeta rescue 8%, FUS yeast rescue 15%, PTHR1 agonist inactive, Mm-Cpn inhibitor 1%, GLP-1R inv ag -15% and TDP43 rescue -10%.
CCc1cccc(CC)c1NC(=O)CSc1nc2ccc(N3C(=O)C4C5C=CC(C5)C4C3=O)cc2s1 (configuration not stated) was read as aSyn yeast inh 11%, GLP1R cytotox -14%, Akt phos inh inactive, Abeta rescue 0%, FUS yeast rescue inconclusive, PTHR1 agonist -14%, Mm-Cpn inhibitor -10%, GLP-1R inv ag inconclusive and TDP43 rescue 4%.
For O=C(Cn1c(=O)n(-c2ccccc2)c(=O)n1CC(=O)N1CCCCC1)N1CCCCC1 the results were aSyn yeast inh 7%, GLP1R cytotox 3%, Akt phos inh inactive, Abeta rescue 19%, FUS yeast rescue 10%, PTHR1 agonist inactive, Mm-Cpn inhibitor -2%, GLP-1R inv ag 3% and TDP43 rescue 0%.
For O=C(NNC(=S)Nc1ccc(Br)cc1)c1ccccc1 the results were aSyn yeast inh -2%, GLP1R cytotox -10%, Akt phos inh inactive, Abeta rescue 21%, FUS yeast rescue 21%, PTHR1 agonist -14%, Mm-Cpn inhibitor -1%, GLP-1R inv ag 38%[activator] and TDP43 rescue 26%.
For CCNc1c(N)c(=O)oc2ccccc12 the results were aSyn yeast inh -1%, GLP1R cytotox 15%, Akt phos inh inactive, Abeta rescue 3%, FUS yeast rescue -17%, PTHR1 agonist inactive, Mm-Cpn inhibitor -2%, GLP-1R inv ag 6% and TDP43 rescue -5%.
CCC(=O)Nc1nnc(S(=O)(=O)N2CCCCCC2)s1 was read as aSyn yeast inh 0%, GLP1R cytotox 2%&2%, Akt phos inh inactive, Abeta rescue 5%&-4%, FUS yeast rescue -12%&-28%, PTHR1 agonist inactive, Mm-Cpn inhibitor 1%, GLP-1R inv ag -2%&-5% and TDP43 rescue 10%&18%.
`O=S(=O)(c1cccs1)N1CCc2ccccc2C1` gave aSyn yeast inh 12%, GLP1R cytotox 1%, Akt phos inh inactive, Abeta rescue 21%, FUS yeast rescue 3%, PTHR1 agonist -3%[57.5 µM], Mm-Cpn inhibitor 1%, GLP-1R inv ag 13% and TDP43 rescue 1%.
`CCOC(=O)c1cnc(-c2ccccc2)nc1N` gave aSyn yeast inh 10%, GLP1R cytotox 6%, Akt phos inh inactive, Abeta rescue 12%, FUS yeast rescue 23%, PTHR1 agonist -13%[57.5 µM], Mm-Cpn inhibitor 1%, GLP-1R inv ag 12% and TDP43 rescue 0%.
`c1ccc(OCCSc2nnc3sc4ccccc4n23)cc1` gave aSyn yeast inh 15%, GLP1R cytotox 1%, Akt phos inh inactive, Abeta rescue -50%[inhibitor], FUS yeast rescue 27%, PTHR1 agonist -19%[57.5 µM], Mm-Cpn inhibitor -2%, GLP-1R inv ag 23% and TDP43 rescue inconclusive.
Screening COc1ccc(N2CCN(C(=O)COC(=O)CCc3ccccc3)CC2)cc1 returned aSyn yeast inh 7%, GLP1R cytotox 3%, Akt phos inh inactive, Abeta rescue 10%, FUS yeast rescue 36%, PTHR1 agonist -4%, Mm-Cpn inhibitor 1%, GLP-1R inv ag 14% and TDP43 rescue 23%.
COc1ccc(C(=O)N2CCCCC2)cc1S(=O)(=O)Nc1ccccc1 was read as aSyn yeast inh 0%, GLP1R cytotox -22%, Akt phos inh inactive, Abeta rescue 3%, FUS yeast rescue inconclusive, PTHR1 agonist -3%[57.5 µM], Mm-Cpn inhibitor -2%, GLP-1R inv ag 22% and TDP43 rescue -6%.
Cc1[nH]nc2c1/C(=N\O)CCC2 was read as aSyn yeast inh 12%, GLP1R cytotox 7%, Akt phos inh inactive, Abeta rescue 5%, FUS yeast rescue 21%, PTHR1 agonist inactive, Mm-Cpn inhibitor 1%, GLP-1R inv ag -21% and TDP43 rescue 2%.
For CCc1c(C2(O)CCCCC2)[nH]c2cc(C(F)(F)F)ccc12 the results were aSyn yeast inh -83%[inhibitor], GLP1R cytotox inconclusive, Akt phos inh inactive, Abeta rescue -73%[inhibitor], FUS yeast rescue -11%, PTHR1 agonist -51%[inhibitor], Mm-Cpn inhibitor 1%, GLP-1R inv ag inconclusive and TDP43 rescue inconclusive.

Screening results (PubChem BioAssay)

An excerpt. The share of hits here may be higher or lower than overall.
